Screens (PubChem)
PREPL inh – inhibitors of human prolyl oligopeptidase-like enzyme PREPL; 320,000 compounds, 0.68% hits; recombinant PREPL, fluorescence polarization activity-based probe; AID 2751; inhibition, % at 5.96 µM; Q4J6C6; in the data active = inhibition above about 43%;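 note: 0% = enzyme with DMSO and 100% = wells lacking enzyme; many of its hits are not listed in these tables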
TPT1 inh – blocks Candida albicans tRNA 2'-phosphotransferase | inhibition, % at 5 µM | 300,000 compounds, 0.81% hits | recombinant caTPT1, FP RNA substrate dephosphorylation;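 active = inhibition above the mean of all tested compounds plus 3 SD, set per screening campaign, cut at about 24% in these data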;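 note: plate controls were DMSO alone for no effect and ferristatin control at 100 nM for full effect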
PP1 counter – blocks human PP1-alpha phosphatase, a PP5 counter-screen. P62136. purified PP1alpha, OMFP fluorescence. inhibition, % at 6.7 µM. 320,000 compounds, 0.9% hits;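 active = inhibition above the mean inhibition of all tested compounds plus 3 SD, computed separately for each screening campaign, cut at about 15% in these data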
Target sequence (P62136 whole entry, looked up): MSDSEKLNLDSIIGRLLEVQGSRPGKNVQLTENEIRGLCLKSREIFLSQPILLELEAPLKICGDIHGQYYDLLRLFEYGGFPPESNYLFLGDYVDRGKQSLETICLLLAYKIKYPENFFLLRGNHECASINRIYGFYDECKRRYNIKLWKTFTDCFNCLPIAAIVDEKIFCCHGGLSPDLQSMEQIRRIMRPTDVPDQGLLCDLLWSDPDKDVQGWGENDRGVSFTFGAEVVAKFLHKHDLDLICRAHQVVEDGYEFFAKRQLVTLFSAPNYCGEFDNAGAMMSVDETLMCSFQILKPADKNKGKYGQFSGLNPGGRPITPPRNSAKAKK
HCV core dimer – HCV core protein dimerization inhibition; 300,000 compounds, 0.33% hits; inhibition, % at 5 µM; AID 1899; TR-FRET GST/Flag-core106 dimerization, 1536-well;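 active = inhibition above the mean of all tested compounds plus 3 SD, set per screening campaign, cut at about 45% in these data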
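System: GST-tagged and Flag-tagged HCV core protein residues 1-106 / Input: core106 proteins, GST 13.5 nM and Flag 17 nM / Buffer or medium: KF-containing HEPES buffer, pH 7.45, DTT, CHAPS, BSA / Probe or stimulus: Eu-anti-GST and XL665-anti-Flag labelled anti-tag antibodies / Schedule: 4 h, 22.5 °C incubation / Technique: TR-FRET 671 and 617 nm emission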
PP5 inh – inhibitors of human protein phosphatase 5 (PP5). AID 1987. inhibition, % at 6.7 µM. 320,000 compounds, 0.18% hits. purified PP5c, OMFP substrate fluorescence;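 active = inhibition above the campaign's mean inhibition across all tested compounds plus 3 SD, cut at about 9.5% in these data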;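 note: 0% = DMSO only and 100% = 100 µM cantharidin control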
Target sequence (P53041 whole entry, looked up): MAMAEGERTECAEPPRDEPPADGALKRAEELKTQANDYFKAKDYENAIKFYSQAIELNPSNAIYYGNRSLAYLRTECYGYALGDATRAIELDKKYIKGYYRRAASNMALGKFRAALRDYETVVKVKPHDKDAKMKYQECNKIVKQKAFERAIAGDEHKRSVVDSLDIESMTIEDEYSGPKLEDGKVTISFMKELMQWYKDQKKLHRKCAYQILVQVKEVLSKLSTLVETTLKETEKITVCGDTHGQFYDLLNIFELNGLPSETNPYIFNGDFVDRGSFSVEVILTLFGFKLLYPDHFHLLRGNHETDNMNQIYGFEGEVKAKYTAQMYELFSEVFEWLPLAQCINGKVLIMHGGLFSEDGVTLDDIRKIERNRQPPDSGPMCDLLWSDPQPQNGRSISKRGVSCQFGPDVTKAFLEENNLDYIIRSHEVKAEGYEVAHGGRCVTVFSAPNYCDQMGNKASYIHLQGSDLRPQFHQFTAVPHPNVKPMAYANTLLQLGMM
ZTA DNA inh – ZTA (EBV) inhibition in EBNA-1 counter-screen | P03206 | ZTA-DNA binding, fluorescence polarization | inhibition, % at 11 µM | 320,000 compounds, 0.15% hits | AID 2234; in the data active = inhibition above about 33%
Target sequence (P03206 whole entry, looked up): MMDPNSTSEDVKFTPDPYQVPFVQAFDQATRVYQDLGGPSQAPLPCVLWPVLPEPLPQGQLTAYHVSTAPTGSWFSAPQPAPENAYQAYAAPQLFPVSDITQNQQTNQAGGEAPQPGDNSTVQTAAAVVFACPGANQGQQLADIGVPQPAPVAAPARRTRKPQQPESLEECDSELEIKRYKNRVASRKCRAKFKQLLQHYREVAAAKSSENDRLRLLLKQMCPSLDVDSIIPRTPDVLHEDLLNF
CTSL1 counter – blocks F. hepatica cathepsin L1 in PFM18AAP counter-screen; recombinant F. hepatica cathepsin L1, Z-Leu-Arg-MCA fluorescence; inhibition, % at 5.96 µM; 300,000 compounds, 0.49% hits; AID 1906;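 active = inhibition above the mean of all tested compounds plus 3 SD, set per screening campaign, cut at about 17% in these data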;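 note: 0% = plate median of test compound wells and 100% = 1 µM Z-Phe-Ala-diazomethylketone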
EBNA-1 inh – blocks EBNA-1 binding to DNA. EBNA-1 DNA binding, fluorescence polarization. inhibition, % at 14.8 µM. 300,000 compounds, 0.34% hits. AID 1950; in the data active = inhibition above about 28%
Efflux pump inh – inhibitors of Candida antifungal efflux pumps expressed in yeast; S. cerevisiae Candida pump triplex, Nile Red efflux; inhibition, % at 10 µM; 330,000 compounds, 0.44% hits;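 active = plate passing quality check with inhibition over a set limit, or well fluorescence over plate mean plus 4 SD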;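 note: Nile Red retained in pooled yeast measured as flow cytometry median fluorescence; 0% = buffer negative control and 100% = Enniatin B positive control; higher means more Nile Red kept so more efflux inhibition; some compounds called inactive have numbers as strong as hits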
Active calls of the source: *; nt = no result given. Only part of the results is shown; count on the stated rates, not on these rows.

SMILES | PREPL inh | TPT1 inh | PP1 counter | HCV core dimer | PP5 inh | ZTA DNA inh | CTSL1 counter | EBNA-1 inh | Efflux pump inh
Cc1cc(C(=O)OCC(=O)N2CC(=O)Nc3ccccc32)c(C)n1-c1ccccc1 | -15 | -1 | 2 | 6 | 0.9 | 2 | -1 | 2 | 0.1
CCCOC(=O)c1ccc(Oc2c(-c3ccc(OC)cc3O)n[nH]c2C)cc1 | -15 | -5 | -5 | -1 | 0.9 | 13 | 0 | 4 | 0.0
COc1ccc(NC(=S)NNC(=O)CNc2ccc(Cl)cc2)cc1 | -16 | 1 | -1 | 1 | -0.2 | 2 | -1 | 5 | 0.0
COc1ccc(N(CC(=O)NC2CCCCCCC2)S(=O)(=O)c2c(C)nn(C)c2C)cc1 | -20 | -3 | -2 | -21 | -1.3 | 3 | 4 | 2 | -0.1
COc1cc(C2NC(=O)C(C#N)=C(Nc3cccc(C)c3)S2)ccc1O (stereo not drawn) | -3 | 2 | -4 | 0 | 1.2 | -16 | -4 | -15 | 0.1
CCC(C)[C@H](NC(=O)c1cc2cc(Cl)ccc2n1C)C(=O)N1CCC(C(=O)O)CC1 (stereo partly drawn) | 7 | 0 | 0 | 1 | 1.6 | 0 | -4 | -11 | -0.1
O=C(Nc1ccccc1)c1cnc2n(c1=O)CCS2 | 11 | -4 | -1 | -3 | 3.2 | -9 | 6 | 3 | 0.0
FC(F)(F)c1cnc(COc2ccc(Cl)cc2Cl)c(Cl)c1 | 1 | -2 | -4 | -11 | 3.1 | -3 | 5 | -8 | -0.1
Cc1c(CCO)c(=O)n(-c2ccccc2)n1S(=O)(=O)c1ccc([N+](=O)[O-])cc1 | 2 | -1 | -4 | -1 | 1.0 | 23 | 2 | 6 | 0.0
COc1cccc(/C=N/NC(=O)CCCC(=O)NC2CCCCC2)c1 | 5 | -2 | 2 | 3 | 1.2 | 0 | -2 | 0 | -0.5
Cc1cc(N/N=C/c2ccc(O)cc2)nc(NS(=O)(=O)c2ccccc2)n1 | 6 | -2 | -3 | -8 | 0.6 | -19 | -1 | 5 | -0.1
CC1CC(C)CN(C(=O)COC(=O)c2cc3ccccc3cc2O)C1 (stereo not drawn) | 15 | -1 | 3 | 7 | 1.9 | 6 | 1 | 1 | 0.0
Cn1nc(N)nc1N1CCN(c2ccc(F)cc2)CC1 | 0 | 0 | 3 | 1 | 2.8 | 4 | -1 | -5 | -0.1
O=C(O)CSc1nc2ccccc2nc1Cc1ccccc1F | 5 | -1 | -2 | 26 | 0.6 | -11 | -4 | -4 | 0.1
CCCC1=NN2C(=N)/C(=C\c3ccc(SCc4ccco4)o3)C(=O)N=C2S1 | 21 | 43* | 43* | 71* | -2.5 | 61* | 12 | 50* | 0.4
COc1cc2c(cc1OC)C(c1cccs1)N(C(=O)C(C)C)CC2 (stereo not drawn) | -6 | 0 | 0 | 5 | 9.9* | -14 | -12 | -12 | 0.1
CCOc1ccc(CCNC(=O)COC(=O)Cc2ccc(OC)c(OC)c2)cc1OCC | 3 | 1 | -8 | 1 | -1.4 | -1 | -3 | -1 | 0.0
Cc1cc(C)n2nc(SCc3ncc(-c4ccccc4)o3)nc2n1 | 13 | -2 | -1 | 13 | 0.4 | -10 | -17 | 0 | -0.1
COc1ccccc1C(=O)Nc1ccc(NC(=O)c2ccco2)cn1 | -7 | -1 | -2 | -4 | 0.2 | -7 | 1 | 3 | 0.0
CC/C(=N\O)C(C)(C)/[N+]([O-])=C/c1ccc(Br)cc1 | 9 | -1 | -3 | -1 | 3.1 | -2 | -1 | -1 | 0.1
Cc1ccccc1C(=O)NNC(=O)Nc1ccccc1 | 4 | 1 | -4 | 6 | -1.1 | 9 | -3 | 9 | 0.0
O=C(CNc1cccc(S(=O)(=O)N2CCCC2)c1)Nc1ccc(F)c(F)c1 | 2 | 1 | 9 | 5 | 1.8 | 4 | 7 | -4 | 0.1
CCN1C(=O)C(CC(=O)Nc2ccc(Br)cc2)N(CCCc2ccccc2)C1=S (stereo not drawn) | -12 | -1 | 3 | -3 | 6.4 | -5 | 4 | -5 | 0.1
O=C(OCC(=O)N1N=C(c2ccc(Cl)cc2)CC1c1ccco1)c1ccccc1O (stereo not drawn) | -119 | 1 | 8 | 29 | 4.5 | 11 | -1 | 10 | 0.1
C=CCNC(=O)c1c(CSc2ccc(Cl)cc2)noc1C(=O)NCCC | -7 | 4 | 4 | 3 | 2.1 | 12 | -1 | 5 | -0.1

A portion from further up, for reference:
SMILES | PREPL inh | TPT1 inh | PP1 counter | HCV core dimer | PP5 inh | ZTA DNA inh | CTSL1 counter | EBNA-1 inh | Efflux pump inh
COc1cccc(/C=N/NC(=O)CCCC(=O)NC2CCCCC2)c1 | 5 | -2 | 2 | 3 | 1.2 | 0 | -2 | 0 | -0.5
Cc1cc(N/N=C/c2ccc(O)cc2)nc(NS(=O)(=O)c2ccccc2)n1 | 6 | -2 | -3 | -8 | 0.6 | -19 | -1 | 5 | -0.1
CC1CC(C)CN(C(=O)COC(=O)c2cc3ccccc3cc2O)C1 (stereo not drawn) | 15 | -1 | 3 | 7 | 1.9 | 6 | 1 | 1 | 0.0
Cn1nc(N)nc1N1CCN(c2ccc(F)cc2)CC1 | 0 | 0 | 3 | 1 | 2.8 | 4 | -1 | -5 | -0.1
O=C(O)CSc1nc2ccccc2nc1Cc1ccccc1F | 5 | -1 | -2 | 26 | 0.6 | -11 | -4 | -4 | 0.1
CCCC1=NN2C(=N)/C(=C\c3ccc(SCc4ccco4)o3)C(=O)N=C2S1 | 21 | 43* | 43* | 71* | -2.5 | 61* | 12 | 50* | 0.4
COc1cc2c(cc1OC)C(c1cccs1)N(C(=O)C(C)C)CC2 (stereo not drawn) | -6 | 0 | 0 | 5 | 9.9* | -14 | -12 | -12 | 0.1

(list continues)
SMILES | PREPL inh | TPT1 inh | PP1 counter | HCV core dimer | PP5 inh | ZTA DNA inh | CTSL1 counter | EBNA-1 inh | Efflux pump inh
Cc1c(C(=O)OCC(=O)NCc2ccccc2)oc2ccccc12 | 5 | 0 | 0 | 3 | 2.2 | 4 | 0 | 7 | 0.0
CCOC(=O)c1c(C)n(C)c2cc(-c3ccc(C)cc3)c(O)cc12 | 11 | -1 | 7 | 6 | -3.0 | -9 | -5 | -2 | -0.1
O=[N+]([O-])c1ccc(N/N=C/c2ccc(OCc3cccc4ccccc34)cc2)nc1 | 21 | 14 | 3 | 12 | 3.2 | 5 | 0 | -1 | 0.2
C=CCn1c(N)c(-c2nc3ccccc3n2C)sc1=S | 44* | 5 | -1 | -9 | 0.2 | 12 | 0 | 3 | -0.1
Cc1occc1-c1nnc(SCC(=O)N2CCN(c3ccccc3F)CC2)n1C | 27 | 1 | -3 | 9 | -2.9 | 13 | 1 | 4 | -5.7
Cc1ccc(-n2c(C)cc(/C=C3\SC(=O)NC3=O)c2C)cc1 | -3 | 2 | 2 | 13 | 1.3 | 7 | 5 | 10 | -0.2
Cc1ccsc1/C=N/NC(=O)CNC(=O)c1ccc(S(=O)(=O)N(C)C)cc1 | 2 | -7 | -2 | 0 | 0.9 | 2 | 2 | 5 | -0.1
COc1ccc(CNC(=O)C(=O)NCC2OCCN2S(=O)(=O)c2cccs2)cc1 (stereo not drawn) | 4 | 0 | 1 | 28 | 0.2 | 0 | -5 | -5 | -0.2
Cc1cccc(OCCn2c(=O)sc3ccccc32)c1 | -11 | -2 | 0 | 5 | -0.9 | -7 | 2 | 4 | 0.0
COc1ccccc1CNS(=O)(=O)c1cc(-c2cc(C)no2)ccc1C(C)C | 10 | 1 | 4 | 11 | -0.2 | 2 | -3 | -14 | 0.3
Cc1nc(Nc2ccccc2)[nH]c(=O)c1CCC(C)C | 0 | 0 | 3 | -16 | 3.0 | -10 | 3 | -2 | 0.1
COc1ccc(NC(=O)CN(c2ccccc2F)S(=O)(=O)c2ccc(C)cc2)c(OC)c1 | -7 | -1 | 2 | -2 | 3.6 | -10 | 4 | -9 | -0.1
Fc1ccc(CSc2nnc(-c3cccs3)o2)cc1 | -10 | -1 | 4 | -4 | 2.5 | 16 | -5 | -3 | 0.0
CCc1ccc(-n2c(C)cc(/C=N/NC(=O)c3ccncc3)c2C)cc1 | 16 | 4 | 3 | 26 | 1.0 | -2 | 1 | 1 | -0.1
Cc1ccc(Cl)cc1N1CCN(C2CCCCC2NS(=O)(=O)c2ccccc2)CC1 (stereo not drawn) | 10 | 2 | -3 | -1 | -2.4 | -1 | 4 | -20 | -0.1
Cn1ncc2c(Nc3ccc(O)cc3)nc(Cl)nc21 | -5 | 3 | 0 | 5 | -0.5 | 13 | 3 | 7 | 0.0
COc1ccc(NC(C#N)c2ccc(OC)cc2)cc1 (stereo not drawn) | 7 | -1 | 7 | 0 | 4.2 | 1 | -4 | 5 | 0.1
CC(C)C(=O)Nc1ccccc1N1CCN(S(C)(=O)=O)CC1 | -3 | -7 | -3 | 2 | 1.0 | 3 | 0 | 0 | -0.1
CCN(CC)S(=O)(=O)c1ccc(-c2csc(C)n2)s1 | -4 | -2 | 2 | -8 | 1.9 | -10 | -5 | -12 | 0.0
CN(CC(=O)Nc1ccc(Cl)c(Cl)c1)C(=O)CNC(=O)C1CCCCC1 | 10 | nt | -5 | nt | -0.8 | -2 | nt | nt | 0.1
COc1ccc(CC(=O)Nc2cccc(-c3nnc(-c4ccc(C)cc4)o3)c2)cc1OC | -7 | 1 | 0 | 3 | 0.5 | 10 | -1 | 11 | -0.1
O=c1[nH]nc(SCc2ccccc2)c(=O)[nH]1 | 1 | -2 | -3 | 0 | -0.1 | 8 | 1 | -3 | 0.0
O=C(c1cnn2c(C(F)F)cc(-c3ccccc3)nc12)N1CCc2ccccc2C1 | 5 | 1 | 0 | 9 | 4.4 | -1 | 0 | 7 | 0.9
CCCCNC(=O)Nc1cnn(CC)c1C(N)=O | 3 | -1 | -3 | 2 | 0.1 | 4 | 2 | 1 | 0.0
CCOc1ccc2c(c1)c(N=NC(=N)N)c(O)n2C | 15 | 0 | -1 | -21 | 1.7 | -2 | 2 | -8 | 0.1
(next part)
SMILES | PREPL inh | TPT1 inh | PP1 counter | HCV core dimer | PP5 inh | ZTA DNA inh | CTSL1 counter | EBNA-1 inh | Efflux pump inh
CCC(C)NC(=O)C1CCCCN1S(=O)(=O)c1ccc(F)cc1 (stereo not drawn) | 1 | 0 | -4 | 1 | -1.3 | 8 | -1 | 5 | 0.0
CSCCC(NC(=O)c1ccc([N+](=O)[O-])cc1Cl)C(=O)OC(C)C(=O)NCc1ccco1 (stereo not drawn) | 21 | -1 | -4 | -6 | 1.0 | -19 | 0 | -3 | 0.0
CS(=O)(=O)Nc1ccc(S(=O)(=O)NCCc2ccccc2)cc1 | -15 | 3 | -3 | 1 | 0.4 | -10 | -5 | 6 | -0.4
Cc1ccc(C)c(C(C)NC(=O)c2ccccc2Br)c1 (stereo not drawn) | 12 | -2 | -1 | -7 | 0.4 | 1 | 4 | 8 | -0.2
COc1ccc(/C=C2\CC/C(=C\c3ccc(OC)cc3OC)C2=O)c(OC)c1 | 15 | 148* | 0 | 5 | -0.1 | 12 | -3 | 3 | 0.3
O=C(O)C1CC=C(Cl)CC1C(=O)NCc1ccccc1 (stereo not drawn) | -9 | -3 | -4 | 0 | 1.1 | -9 | -4 | -3 | 0.0
CCOc1ccc(CNC(=O)CCn2c(=O)oc3ccccc32)cc1OC | -2 | -1 | 4 | 1 | 2.4 | -8 | -1 | 7 | 0.2
CC(C)Oc1cccc(C(=O)Nc2ncn[nH]2)c1 | 2 | 0 | -1 | 2 | 1.0 | 1 | 1 | -12 | 0.1
